From PubChem BioAssay
PLK1 PBD block: blocks phosphopeptide binding to human PLK1 polo-box domain; P53350; Plk1 PBD binding of FITC phosphopeptide, fluorescence polarization; Potency, µM, for the others: max response, negative = inhibition, most hits filed as inhibitors; hit rate 2.8% among 360,000; also: potency is read from the fitted curve at half-maximal effect; series mostly up to about 57 µM; % is scaled to controls: 0 for no effect and ±100 for the full control effect; nearly all actives have a fitted effect of over 65% in size
IL2 activator: activators of IL-2. IL-2 activation reporter assay, cell-based qHTS; stimulated with anti-CD3/CD4/CD28 beads; in transgenic mouse T cells. hit rate 0.065% among 360,000. activation, % (series mostly up to about 46 µM); in the data active = activation above about 50%; inconclusive = mostly about 30% to 49%; also: 0% is about no effect
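Readout: EGFP and DsRed signals by fluorescent plate cytometry. Unstimulated transgenic mouse T cells received compound 60 min before antibody-bead stimulation, then incubated 18 h at 37 degrees C.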
aSyn rescue: inhibitors of alpha-synuclein toxicity in yeast; Potency, µM (titrated, usually from 46.1 µM), for the others: top-dose growth rescue (activation), hits mostly activators; Yeast expressing alpha-synuclein, growth rescue, BacTiter-Glo, 24 h; hit rate 0.14% among 370,000; also: potency is read from the fitted curve at half-maximal effect; % of control where 0% means no effect; nearly all actives have a fitted effect of over 65% in size
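Screening used galactose-induced yeast with toxic alpha-synuclein levels, exposed to compound for 24 hr at 30 deg C. Cell growth, read with BacTiter-Glo luminescence, gave the measured signal.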
FUS yeast rescue: FUS proteinopathy suppression in yeast; hit rate 0.24% among 390,000; S. cerevisiae FUS-expressing, growth rescue, OD600, 24 h; Potency, µM (titrated, usually from 76.6 µM), for the others: top-dose growth rescue (activation), actives largely listed as activators; AID 1347120;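 also: potency is read from the fitted curve at half-maximal effect; plate controls were DMSO vehicle for no effect and reference control for full effect; nearly all actives have a fitted effect of over 55% in size; some results filed as inactive show a strong effect at the top dose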
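Cultures pregrown in 2.5% raffinose medium are shifted to minimal medium containing 2% galactose to express toxic FUS. Compounds are tested at several concentrations. After 24hr at 30C, growth is quantified at 600 nm absorbance.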
PI5P4K alpha inh: PI5P4K alpha (human) kinase inhibition; max response, %; P48426; PI5P4Kalpha enzyme, ADP-Glo luminescence, 60 min; active compounds read low; hit rate 1.2% among 330,000; active = max response of -50% or lower; inconclusive = between -30% and -50%; inactive = -30% or higher; also: value at the top dose of about 77 µM; % is scaled to controls: 0 for no effect and ±100 for the full control effect
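PI5P4Kalpha ADP-Glo assay; 5 microM ATP final; 60 min RT reaction; HEPES pH 7.4/EGTA/CHAPS, 5% DMSO; controls lacking substrate or enzyme; luminescent end-point.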
EPAC1 agonist: agonists of human EPAC1. EPAC1 agonist qHTS, biochemical assay; response scale: 100% = response to 6.5 mM cAMP. hit rate 0.073% among 360,000. Potency, µM (highest dose often 154 µM), for inactives: at the highest dose activation, usual class: activators; also: potency is read from the fitted curve at half-maximal effect; nearly all actives have a fitted effect of over 60% in size
Target sequence (O95398 whole entry, looked up): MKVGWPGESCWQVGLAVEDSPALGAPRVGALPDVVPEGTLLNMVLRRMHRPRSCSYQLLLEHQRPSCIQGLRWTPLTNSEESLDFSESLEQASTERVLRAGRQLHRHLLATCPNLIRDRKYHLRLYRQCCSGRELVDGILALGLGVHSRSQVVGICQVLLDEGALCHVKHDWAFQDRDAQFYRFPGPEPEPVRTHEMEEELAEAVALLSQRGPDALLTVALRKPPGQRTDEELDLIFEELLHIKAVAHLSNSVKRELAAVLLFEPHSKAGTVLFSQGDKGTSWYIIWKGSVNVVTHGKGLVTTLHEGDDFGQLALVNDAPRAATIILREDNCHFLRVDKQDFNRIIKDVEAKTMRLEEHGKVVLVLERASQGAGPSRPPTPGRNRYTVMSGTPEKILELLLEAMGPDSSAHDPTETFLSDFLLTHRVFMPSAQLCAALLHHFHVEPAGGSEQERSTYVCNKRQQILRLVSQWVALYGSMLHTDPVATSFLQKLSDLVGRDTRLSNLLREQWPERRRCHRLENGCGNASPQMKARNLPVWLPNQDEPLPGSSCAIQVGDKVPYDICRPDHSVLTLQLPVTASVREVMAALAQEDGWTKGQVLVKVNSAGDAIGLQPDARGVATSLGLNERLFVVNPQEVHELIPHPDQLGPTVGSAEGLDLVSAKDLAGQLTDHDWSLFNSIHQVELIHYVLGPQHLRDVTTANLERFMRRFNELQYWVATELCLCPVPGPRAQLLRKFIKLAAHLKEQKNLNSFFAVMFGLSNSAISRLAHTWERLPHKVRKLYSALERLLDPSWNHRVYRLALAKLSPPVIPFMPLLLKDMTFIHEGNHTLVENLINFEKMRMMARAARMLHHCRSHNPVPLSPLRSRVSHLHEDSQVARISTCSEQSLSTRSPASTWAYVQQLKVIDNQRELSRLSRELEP
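Multi-concentration qHTS readout: loss of Rap1B-bound BODIPY-GDP fluorescence driven by 100 nM EPAC1 with excess GDP (50 uM), monitored kinetically at room temperature; agonist response expressed relative to 6.5 mM cAMP.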
WRN inhibitor: blocks human WRN helicase | WRN helicase unwinding, fluorescent forked duplex, kinetic | Potency, µM (doses to about 114 µM), for the others: at the highest dose activity change, negative = inhibition, actives largely listed as inhibitors | hit rate 0.46% among 360,000 | AID 651768; also: potency is read from the fitted curve at half-maximal effect; % is scaled to controls: 0 for no effect and ±100 for the full control effect; nearly all actives have a fitted effect of over 55% in size
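WRN at 20 nM final was preincubated with compound for 15 min at room temperature; reaction started with 100 nM forked duplex oligonucleotide carrying fluorophore and quencher plus 2 mM ATP (final). Unwinding followed kinetically by red fluorescence (ex 525/em 598 nm).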
EPAC1 antagonist: blocks human EPAC1 exchange factor. O95398. EPAC1 GEF assay, Rap1b-BODIPY-GDP exchange fluorescence. Potency, µM (highest dose often 115 µM), for the others: top-dose activity change, negative = inhibition, hits mostly inhibitors. hit rate 0.14% among 360,000. AID 720709;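 also: potency is read from the fitted curve at half-maximal effect; plate controls were vehicle for no effect and positive control for full effect; nearly all actives have a fitted effect of over 50% in size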
Abeta rescue: restores growth of yeast expressing A-beta42 peptide. AID 1347071. hit rate 0.063% among 410,000. Potency, µM (doses to about 46.1 µM), for inactives: at the top dose growth rescue, most hits filed as activators. yeast expressing A-beta42, growth rescue, OD600, 48 h; response scale: 0% DMSO, 100% iron-clioquinol control; also: potency is read from the fitted curve at half-maximal effect; nearly all actives have a fitted effect of over 55% in size
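Yeast growth medium received pinned compounds, then yeast cells expressing toxic A-beta were added; plates incubated at 30 C for 48 hr. Growth read as absorbance at 600 nm, normalized to DMSO and equimolar FeCl3 plus clioquinol controls.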
Numbers without * were called inactive; u = inconclusive; x = not tested or not shown; [ ] = remark or other dose. Unless noted, calls follow the shape of the dose curve; as a rule, active = well fitted curve in the direction sought with a large enough effect; inconclusive = small, poorly fitted or top-dose-only effect, or another doubt; inactive = no such curve, though single readings can be large; an effect the other way counts as inactive or inconclusive.

[1] O=[N+]([O-])c1ccc(S(=O)(=O)Nc2nc(-c3ccccc3)cs2)cc1
[2] COc1cccc(-c2nnc(SCC(=O)Nc3cc(C)on3)o2)c1
[3] Cc1nnc(N(Cc2ccco2)C(=O)c2cccc(C#N)c2)s1
[4] Nc1ccc(N2CCCC2)c(S(=O)(=O)Nc2cccc(C(F)(F)F)c2)c1
[5] CCCNC(=O)c1cccc(Br)c1
[6] C/C(=N\NC(=O)C(C)Oc1ccc([N+](=O)[O-])cc1)c1ccccn1 (stereo not drawn)
assay / entry	1	2	3	4	5	6
PLK1 PBD block	u	-3%	30µM*	4.7µM*	-2%	-7%
IL2 activator	-1.0	-4.9	0.1	-0.8	0.0	-0.9
aSyn rescue	-9%	-2%	-1%	-14%	9%	u
FUS yeast rescue	-3%	x	2%	45%	3%	1%
PI5P4K alpha inh	0	-6	-8	u	-2	x
EPAC1 agonist	-3%	6%	0%	-23%	-5%	7%
WRN inhibitor	1%	-20%	5%	u	-23%	-5%
EPAC1 antagonist	u	-7%	-1%	-19%	-10%	3%
Abeta rescue	-6%	-5%	-19%	-8%	-18%	8%

[7] CCOC(=O)[C@]12CCCC=C1N(CCc1ccc(OC)c(OC)c1)C(=O)[C@H](CC(=O)NCC13CC4CC(CC(C4)C1)C3)C2
[8] CCn1c(SCC(=O)Nc2ccccc2)nc2nc3c(cc2c1=O)COC(C)(C)C3
[9] O=C(Nc1ccccc1)[C@@H]1CCCN1S(=O)(=O)c1ccc(Cl)cc1
[10] Cc1cc(=O)n2nc(N3CCC(C(=O)N4CCN(c5ccccc5)CC4)CC3)sc2n1
[11] O=S(=O)(Cc1ccccc1)Nn1cnnc1
[12] Cn1nnnc1Sc1ncnc2scc(-c3ccc(Cl)cc3)c12
assay / entry	7	8	9	10	11	12
PLK1 PBD block	1%	-2%	4%	-14%	-3%	x
IL2 activator	-1.1	0.2	1.1	-1.6	-2.8	-0.7
aSyn rescue	10%	1%	-6%	-2%	-8%	x
FUS yeast rescue	u	-13%	2%	12%	21%	34%
PI5P4K alpha inh	-1	-1	-3	-7	x	x
EPAC1 agonist	-5%	9%	5%	-5%	0%	-3%
WRN inhibitor	-14%	11%	-14%	3%	-1%	x
EPAC1 antagonist	-11%	4%	-2%	0%	2%	7%
Abeta rescue	1%	-19%	-1%	-4%	-9%	-35%[inhibitor]

[13] CN(C(=O)c1ccccc1-c1ccccc1C(=O)O)c1ccccc1
[14] COc1ccc(C[C@@H]2CN3C(=NC[C@@H]3C)N2CCNC(=O)c2ccc(C)c(Br)c2)cc1
[15] Cc1cccnc1CC(C)NC(=O)c1cc(COc2cncc(Cl)c2)on1 (stereo not drawn)
[16] O=C(c1cc(-c2cccnc2)nc2ccc(Br)cc12)N1CCN(c2ncccn2)CC1
[17] c1ccc(Nc2nc(-c3cccs3)cs2)nc1
[18] N#Cc1ccc(CN2CCN(C(=O)c3ccccc3)CC2)c(Cl)c1
assay / entry	13	14	15	16	17	18
PLK1 PBD block	-26%	-1%	1%	-9%	-13%	-6%
IL2 activator	-3.3	-0.6	-3.4	-0.1	-0.4	-0.3
aSyn rescue	3%	0%	2%	4%	-21%	-4%
FUS yeast rescue	13%	0%	2%	-13%	2%	14%
PI5P4K alpha inh	-1	7	-4	3	8	x
EPAC1 agonist	2%	2%	-5%	-1%	24%	-6%
WRN inhibitor	12%	10%	10%	-20%	-1%	10%
EPAC1 antagonist	-17%	1%	-23%	-16%	3%	4%
Abeta rescue	3%	1%	-9%	3%	-32%[inhibitor]	5%

[19] CC(C)c1nc(SCC(=O)NCc2ccccc2)n[nH]1
[20] O=C(Nc1ccc2c(c1)CCC2)c1cccc(S(=O)(=O)Nc2ccccc2Cl)c1
[21] Cn1cccc1C(=O)C(=O)Nc1ccccc1C(F)(F)F
[22] Cc1ccc(C(C)C)c(OCC(=O)NNC(=O)Cc2ccc(S(=O)(=O)N3CCOCC3)s2)c1
[23] CCOC(=O)C1=C(CN2CCN(C(=O)c3ccco3)CC2)NC(=O)NC1c1ccc(OC)cc1 (stereo not drawn)
[24] O=C(Nc1cccc(C(F)(F)F)c1)c1ccc2nc(-c3ccco3)c(-c3ccco3)nc2c1
assay / entry	19	20	21	22	23	24
PLK1 PBD block	-4%	-7%	-10%	9%	-14%	5.3µM*
IL2 activator	0.3	-0.4	-2.1	0.4	2.0	-1.1
aSyn rescue	2%	4%	-8%	2%	6%	5%
FUS yeast rescue	-10%	x	10%	35%	23%	41%
PI5P4K alpha inh	2	-3	-1	0	1	-102*
EPAC1 agonist	7%	14%	-5%	-3%	-3%	-30%[inhibitor]
WRN inhibitor	-5%[57.1 µM]	u	-1%	-4%	3%	25µM*
EPAC1 antagonist	14%	-27%	-7%	-17%	-4%	35µM*
Abeta rescue	18%	11%	1%	17%	-2%	1%

[25] O=C(O)c1ccc2c(c1)C(=O)N(c1cccc3ccccc13)C2=O
[26] CCn1c(SCC(=O)Nc2cc(C)on2)nc2sc3c(c2c1=O)CCCC3
[27] CN(CCCOc1ccccc1Br)Cc1ccccc1
[28] COc1ccc(NC(=O)Cc2nnc(SCC(=O)Nc3ccccc3)n2C)cc1
[29] CC1(C)Nc2ccccc2C(=O)N1NC(=O)c1ccccc1
[30] CC1(C)CC(=O)c2c(O)cc(OCC(=O)Nc3ccc(S(N)(=O)=O)cc3)cc2O1
assay / entry	25	26	27	28	29	30
PLK1 PBD block	-10%	-1%	-10%	-7%	-8%	-12%
IL2 activator	-0.1	2.5	-0.5	0.0	-2.7	-0.1
aSyn rescue	-7%	7%	2%	1%	-2%	-1%
FUS yeast rescue	30%	23%	35%	-23%	-15%	1%
PI5P4K alpha inh	3	x	-4	1	-12	12
EPAC1 agonist	-8%	-9%	5%	10%	-14%	-13%
WRN inhibitor	9%	-5%	4%	-3%	4%	-14%
EPAC1 antagonist	6%	2%	-14%	1%	22%	-18%
Abeta rescue	-15%	4%	-3%	3%	-10%	-14%

[31] COc1cc(F)ccc1S(=O)(=O)N1CCN(Cc2ccccc2)CC1
[32] CCCCCC(=O)N1C[C@H](n2cc(COC(=O)c3ccccc3)nn2)[C@@H](O)C[C@@H]1c1ccc(OC)cc1
[33] O=C(CCc1ccccc1)NCC(c1ccco1)N1CCc2ccccc21 (stereo not drawn)
[34] Cc1c(C)c2ccc(OC(C)C(=O)NCCCN3CCOCC3)c(C)c2oc1=O (stereo not drawn)
[35] COc1ccccc1C(=O)NCCC(=O)N1CCN(c2ccccc2O)CC1
[36] CN(C(=O)Cn1nnc(-c2ccccc2)n1)C1CCS(=O)(=O)C1 (stereo not drawn)
assay / entry	31	32	33	34	35	36
PLK1 PBD block	3%	-9%	-11%	1%	-13%	-7%
IL2 activator	2.3	-2.8	-2.6	-1.9	-2.2	3.2
aSyn rescue	-1%	-3%	5%	u	-4%	0%
FUS yeast rescue	8%	u	20%	16%	20%	7%
PI5P4K alpha inh	28	1	6	1	-8	5
EPAC1 agonist	-5%	-17%	16%	2%	4%	8%
WRN inhibitor	-1%	-5%	7%	-3%	5%[11.6 µM]	17%
EPAC1 antagonist	-28%	-2%	-1%	-16%	14%	19%
Abeta rescue	12%	9%	-6%	3%	-2%	-3%

[37] O=C(c1ccc(N2C(=O)CCC2=O)cc1)N1CCN(c2ccccc2)CC1
[38] O=C(NCc1ccc(Cl)cc1)c1ccccc1CCc1ccccc1
[39] Oc1ccc2ccccc2c1/C=N/c1nc2c(s1)CCCC2
[40] O=[N+]([O-])c1ccc2nc(Cl)nc(-c3ccccc3)c2c1
[41] CCN(CC)S(=O)(=O)c1ccc(O)c(C(=O)OCC(=O)NC23CC4CC(CC(C4)C2)C3)c1
[42] CCCNC(=O)C1(C)CCCN(C(=O)c2ccc3c(c2)CCO3)C1 (stereo not drawn)
assay / entry	37	38	39	40	41	42
PLK1 PBD block	1%	-19%	13µM*	u	1%	4%
IL2 activator	-0.6	-5.0	-0.3	-4.3	0.0	0.3
aSyn rescue	-3%	0%	-7%	3%	6%	-9%
FUS yeast rescue	12%	x	-12%	-20%	28%	-3%
PI5P4K alpha inh	1	16	-12	2	-3	0
EPAC1 agonist	0%	-3%	-15%	-7%	8%	3%
WRN inhibitor	1%	-9%	-19%	-10%	-22%	0%
EPAC1 antagonist	-14%	-12%	-6%	-9%	-10%	-1%
Abeta rescue	5%	-6%	-18%	-6%	10%	-9%
